# Screening results (PubChem)
# GSTO1 inh: counter-screen for RBBP9 inhibitors: inhibitors of human GSTO1; P78417; recombinant GSTO1, activity-based probe fluorescence polarization; inhibition, % at 5.96 µM; hit rate 1.1% among 300,000; AID 1974;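 active means inhibition above the campaign mean inhibition plus 3 SD, cut at about 35% in these data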;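 further: 0% = GSTO1-1 with DMSO and 100% = wells lacking GSTO1-1 enzyme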
# MEX-5 binding: C. elegans MEX-5 TCR-2 RNA binding activity. Q9XUB2. MEX-5/FITC-TCR2 RNA binding, fluorescence polarization; active compounds read low. activity score (negative = inhibition of binding), % at 10 µM. hit rate 0.38% among 300,000;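 active means inhibition past about -25% in most replicates, and total fluorescence under double the plate's negative control median, limit read from the data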;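 further: 0% = DMSO and -100% = 5 µM competing unlabeled TCR2 RNA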
# Target sequence (Q9XUB2 whole entry, looked up): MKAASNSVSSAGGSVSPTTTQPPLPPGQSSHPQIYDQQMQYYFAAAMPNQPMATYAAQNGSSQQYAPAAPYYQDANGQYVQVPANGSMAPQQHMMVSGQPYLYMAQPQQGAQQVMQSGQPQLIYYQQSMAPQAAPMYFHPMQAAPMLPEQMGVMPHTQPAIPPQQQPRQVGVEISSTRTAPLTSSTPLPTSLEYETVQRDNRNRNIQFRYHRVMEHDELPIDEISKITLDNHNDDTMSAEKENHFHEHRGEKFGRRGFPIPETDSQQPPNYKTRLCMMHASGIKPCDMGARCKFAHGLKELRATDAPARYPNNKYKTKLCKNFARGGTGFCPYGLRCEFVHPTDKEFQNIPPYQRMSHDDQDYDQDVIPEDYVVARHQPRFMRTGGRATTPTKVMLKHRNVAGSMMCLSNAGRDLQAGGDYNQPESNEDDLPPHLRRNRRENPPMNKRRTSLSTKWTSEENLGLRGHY
# Fam108B inh: blocks mouse Fam108B hydrolase in RBBP9 counter-screen. recombinant Fam108B, FP-Rh probe fluorescence polarization. inhibition, % at 9.51 µM. hit rate 0.33% among 300,000. AID 1947;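 active means inhibition above the screen mean inhibition plus 3 SD, computed separately per campaign, cut at about 18% in these data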;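 further: inhibitors lower polarization as less probe binds the enzyme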
# Bcl-xL primary: inhibitors of human Bcl-xL. Q07817. GST-Bcl-xL / FITC-Bim BH3 peptide fluorescence polarization. inhibition, % at 10.9 µM. hit rate 0.7% among 320,000. AID 2129;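 active means inhibition above the mean of all tested compounds plus 3 SD, cutoff set per campaign, cut at about 30% in these data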;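 further: 0% = DMSO wells and 100% = unlabeled Bim-BH3 peptide competitor; inhibitors lower millipolarization by displacing the labeled peptide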
# Target sequence (Q07817 whole entry, looked up): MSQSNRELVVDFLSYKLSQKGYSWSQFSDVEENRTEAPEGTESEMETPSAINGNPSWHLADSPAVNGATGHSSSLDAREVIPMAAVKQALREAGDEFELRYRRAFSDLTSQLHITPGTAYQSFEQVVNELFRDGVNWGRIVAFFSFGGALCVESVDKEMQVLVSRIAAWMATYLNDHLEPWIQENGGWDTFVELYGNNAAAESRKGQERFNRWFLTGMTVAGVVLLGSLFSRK
# PAD4 FP inh: inhibitors of human PAD4; Q9UM07; recombinant PAD4, RCA probe fluorescence polarization; inhibition, % at 6.36 µM; hit rate 0.41% among 330,000; AID 485272;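 active means percent inhibition above a cutoff equal to the mean of all tested compounds plus 3 SD, cut at about 15% in these data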;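 further: 0% = PAD4 with RCA probe and DMSO and 100% = probe without PAD4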
# PME-1 primary: PME-1 (human) inhibition. Q9Y570. recombinant PME-1, FP-Rh probe fluorescence polarization. inhibition, % at 5.9 µM. hit rate 0.53% among 320,000;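 active means inhibition above the campaign mean of all compounds plus 3 SD, cut at about 26% in these data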;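 further: competitive labeling of PME-1 active site by serine hydrolase directed probe; 0% = PME-1 with DMSO and 100% = wells lacking PME-1 enzyme; inhibitors block probe labeling so polarization falls and inhibition rises; many of its hits are not listed in these tables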
# MCL1-BIM inh: disrupts human MCL1 binding to BIM-BH3 peptide; GST-MCL1 / FITC-Bim-BH3 fluorescence polarization; inhibition, % at 10.9 µM; hit rate 0.68% among 320,000;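 active means inhibition above the mean inhibition of all tested compounds plus 3 SD, set per campaign, cut at about 40% in these data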;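 further: 0% = DMSO wells and 100% = unlabeled Bim-BH3 peptide control; higher means more loss of mP so more displacement of Bim peptide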
# Target sequence (Q07820 whole entry, looked up): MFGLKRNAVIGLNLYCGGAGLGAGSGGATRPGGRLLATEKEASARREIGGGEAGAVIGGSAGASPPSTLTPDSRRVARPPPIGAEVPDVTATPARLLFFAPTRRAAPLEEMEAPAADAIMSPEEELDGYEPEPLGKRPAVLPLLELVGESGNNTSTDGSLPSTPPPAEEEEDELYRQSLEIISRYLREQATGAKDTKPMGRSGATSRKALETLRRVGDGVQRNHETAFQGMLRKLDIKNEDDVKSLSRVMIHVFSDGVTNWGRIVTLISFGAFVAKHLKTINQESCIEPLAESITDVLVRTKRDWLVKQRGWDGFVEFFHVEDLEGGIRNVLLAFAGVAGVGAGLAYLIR
# TPT1 inh: blocks Candida albicans tRNA 2'-phosphotransferase; inhibition, % at 5 µM; hit rate 0.81% among 300,000; recombinant caTPT1, FP RNA substrate dephosphorylation;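 active means inhibition above the mean of all tested compounds plus 3 SD, set per screening campaign, cut at about 24% in these data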;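 further: plate controls were DMSO alone for no effect and ferristatin control at 100 nM for full effect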
# GLD-1 RNA inh: GLD-1-TGE RNA interaction inhibition (C. elegans) | Q17339 | purified GLD-1 + fluorescein TGE RNA, fluorescence polarization | inhibition, % at 5.96 µM | hit rate 0.44% among 320,000 | AID 2280;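 active means percent inhibition above a per-plate cutoff, the plate mean of test compounds plus 3 SD, cut at about 30% in these data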;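 further: 0% = DMSO wells with GLD-1 and probe and 100% = wells lacking GLD-1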
# * = called active by the depositor; / = no result given.
SMILES,GSTO1 inh,MEX-5 binding,Fam108B inh,Bcl-xL primary,PAD4 FP inh,PME-1 primary,MCL1-BIM inh,TPT1 inh,GLD-1 RNA inh
O=C(CS(=O)(=O)c1ccccc1)Nc1cccnc1,6.3,0.2,0.6,6.6,2.8,-3.1,-0.1,-3.8,7.1
CC1CCc2[nH]nc(C(=O)O)c2C1 (stereo not drawn),1.8,-0.6,-1.0,2.2,0.3,-2.7,4.6,1.9,1.2
Cc1ccc(Nc2nc(N)c([N+](=O)[O-])c(N3CCOCC3)n2)cc1C,1.9,0.5,-1.2,-0.7,-0.6,-1.4,-7.1,3.3,-1.6
C/C(CC(=O)NC1CCCC1)=N\NC(=O)Cc1cccs1,-4.3,-1.2,2.9,2.7,4.4,7.0,1.6,-2.6,7.4
COc1ccc(C)cc1NC(=O)Cc1c(C(=O)O)n(C)c2ccccc12,-4.8,-0.2,6.3,7.3,-4.2,1.9,9.1,-0.5,6.6
COc1ccc2[nH]cc(CCNS(=O)(=O)c3ccc(NC(C)=O)cc3)c2c1,19.6,0.9,-3.2,6.1,-1.7,-4.2,3.4,1.3,6.0
Cc1ccccc1N(CC(=O)NC1CCCC1)C(=O)c1oc(C(C)(C)C)cc1C,4.3,0.3,3.9,1.9,-3.8,0.2,8.1,-2.5,-2.6
CCN1CCN(C(=O)/C=C/c2ccccc2[N+](=O)[O-])CC1,3.6,0.8,0.4,1.8,-4.2,-1.5,-4.5,-1.2,3.9
Cc1sc2nc(CN3CCOCC3)nc(NS(=O)(=O)c3ccc4c(c3)OCCO4)c2c1C,3.1,-3.3,1.8,0.1,-2.0,-1.2,0.7,-0.3,-1.3
COc1ccc(-n2c(=O)c3c4c(sc3n(Cc3cccc(F)c3)c2=O)CN(C(C)=O)CC4)c(OC)c1,-1.6,0.1,1.9,-0.6,-2.9,0.9,2.4,0.7,9.0
CC(CCc1ccco1)NC(=O)CCc1nnc2ccc(NCc3ccccc3Cl)nn12 (stereo not drawn),-6.2,-5.6,-6.3,6.6,1.6,-13.4,6.8,-0.1,-1.4
CCc1ccc(C2CC(=O)N(c3ccc(F)cc3)C3=C2C(=O)OC3)cc1 (stereo not drawn),5.3,-2.1,1.3,2.8,2.4,3.2,10.6,0.9,1.3
O=C(Nc1nc2n(n1)C(c1ccc(F)cc1)CC(c1ccccc1)N2)c1ccco1 (stereo not drawn),8.6,1.7,4.2,5.1,-2.3,4.8,-1.1,0.4,3.4
CCCC(=O)O[C@H]1C[C@@H](C)N(C(=O)c2ccccc2)c2ccc(C)cc21,8.6,1.4,-2.0,7.5,-3.0,1.3,2.3,-2.1,1.1
Cc1ccc(NC(=O)c2cnn(C)c2)cc1[N+](=O)[O-],6.0,2.1,10.8,6.2,3.6,7.1,5.8,-4.3,2.5
Cc1cc(C)cc(NC(=O)CSc2nc(N)c(NC(=O)c3ccc(Br)o3)c(=O)[nH]2)c1,1.3,1.6,2.0,2.3,-0.7,3.6,-4.3,-4.1,-6.2
O=C(CCN=C1NS(=O)(=O)c2ccccc21)OCC(=O)c1ccccc1Cl,2.9,1.0,-1.6,-3.1,-2.4,3.5,-7.9,-3.3,-10.0
Cc1ccc(OCCCC(=O)Nc2ccccc2C(F)(F)F)cc1,4.7,0.7,0.4,5.1,-0.8,0.0,6.2,0.5,7.6
O=C(Nc1ccn(CC(=O)N2CCN(c3ccccn3)CC2)c(=O)n1)OCc1ccccc1,/,/,/,1.8,2.0,-4.0,5.8,/,-5.9
COC(=O)Cn1c(=N)n(CCN2CCCCC2)c2ccccc21,2.4,1.0,0.9,3.1,5.7,3.0,-0.6,-4.3,4.3
Cc1ccc(C(CC(=O)O)NC(=O)c2ccc(S(=O)(=O)N3CC(C)OC(C)C3)cc2)cc1 (stereo not drawn),/,/,/,2.5,3.9,-6.2,2.2,/,-1.1
CCOc1ccc(NC(=O)/C(=C\c2ccc(OC(C)=O)c(OC)c2)NC(C)=O)cc1,-0.6,4.2,7.4,4.2,0.7,-2.6,4.9,0.4,-13.3
NS(=O)(=O)c1ccc(CCNS(=O)(=O)c2cccc3cccnc23)cc1,1.6,0.8,0.3,-1.5,-4.0,-2.4,0.5,3.9,-1.8
COCC1CCN(C(=O)c2cc(COc3cc(C)c(Cl)c(C)c3)on2)C1 (stereo not drawn),4.5,1.8,-2.4,2.7,0.0,8.4,3.1,-2.5,-3.0
Nc1nc(NCC(=O)O)nc(NCc2ccccc2)c1[N+](=O)[O-],-6.2,1.2,-2.3,1.6,3.1,-1.4,1.4,1.9,5.9
# Remaining list, next part
SMILES,GSTO1 inh,MEX-5 binding,Fam108B inh,Bcl-xL primary,PAD4 FP inh,PME-1 primary,MCL1-BIM inh,TPT1 inh,GLD-1 RNA inh
O=C(CCOc1ccccc1)Nc1ccc(S(=O)(=O)N2CCCC2)cc1,-4.8,0.3,3.1,1.2,0.8,7.1,-0.1,-0.2,3.5
O=C(CCSc1ccccc1)Nc1ccccc1C(=O)N1CCCC1,2.6,-1.8,-0.3,5.3,-2.1,-2.7,5.1,1.6,-2.2
O=C(COC(=O)Cn1cnc2ccccc21)Nc1cc2c(cc1Cl)C(=O)c1ccccc1C2=O,10.4,1.3,1.1,15.5,-1.4,7.9,14.5,-0.5,1.5
C=CCn1c(NCc2ccc(N(C)C)cc2)nc2ccccc21,-2.7,1.2,-6.2,3.3,-0.3,3.5,3.4,-3.5,3.3
COc1ccc(CCn2c(-c3ccco3)nc3nc4ccccc4nc32)cc1,3.0,-5.9,-0.8,-6.8,-13.4,-3.4,-11.5,21.6,-9.0
Cc1ccc(S(=O)(=O)Nc2ccc(=O)n(Cc3ccc(Cl)c(Cl)c3)c2)cc1,1.2,1.2,3.5,1.1,-2.2,1.4,-7.3,12.2,-3.2
COc1ccc2c(c1)c(=O)c(C(=O)c1ccc(C)cc1)cn2CC(=O)Nc1ccc(F)cc1,-2.1,0.7,-6.0,6.3,-1.2,-5.4,9.6,-3.0,9.6
Cc1nc2scc(C)n2c(=O)c1S(=O)(=O)NCCc1ccccc1,6.3,1.3,2.4,7.8,6.8,-0.9,2.0,-1.7,5.0
Cc1[nH][nH]c(=O)c1C(c1ccc(-c2ccccc2C(=O)O)o1)c1c(C)[nH][nH]c1=O,69.7*,-35.0*,1.2,11.2,51.2*,-5.4,15.2,-2.4,6.7
C=CCNC(=O)c1ccc(CN2CCC(Cc3ccccc3)CC2)cc1,8.0,0.6,0.1,1.1,3.8,-8.3,-2.4,-0.3,5.8
COC(=O)c1ccc2c(=O)n(CCCCCC(=O)N3CCN(c4ccccc4)CC3)c(=O)[nH]c2c1,-2.4,-0.8,-2.1,2.6,-3.8,-1.8,-2.3,1.1,-1.0
Nc1cccc2c1C(=O)N(CCOc1ccccc1F)C2=O,-1.1,-11.8,3.5,35.2*,-2.0,3.0,37.0,-10.6,29.6
Oc1ccccc1C=NC1=NN(c2cccc(C(F)(F)F)c2)CC1,3.2,0.6,-2.8,10.0,-2.9,0.8,5.8,-1.7,-2.7
COC(=O)CSc1nc2ccccc2o1,2.8,1.5,2.8,-1.1,2.0,0.1,-1.3,-4.5,8.4
O=C(COC(=O)c1ccc(Cl)c(S(=O)(=O)N2CCN(c3ccc(F)cc3)CC2)c1)Nc1cccc(Cl)c1,-11.1,2.0,-13.8,7.6,3.0,-17.9,6.2,-2.2,1.0
O=C(NCc1ccccc1)C1CCN(S(=O)(=O)c2cc([N+](=O)[O-])ccc2Cl)CC1,5.5,-0.2,-1.0,0.1,-1.5,4.4,-0.1,-0.9,2.2
O=C(COc1ccccc1)Nc1ccc2c(c1)Cc1cc(NC(=O)COc3ccccc3)ccc1-2,1.8,1.2,1.1,5.6,-7.8,3.4,-2.5,1.3,2.3
CCOC(=O)c1c(NC(=O)CN2C(=O)NC3(CCCCC3)C2=O)sc(C)c1-c1ccc(C)cc1,-6.5,/,-9.4,-0.1,-2.6,-4.9,7.1,-5.0,6.4
O=C(Nc1ccc2oc(-c3ccc(F)cc3)nc2c1)c1ccccc1F,2.7,-0.1,-15.1,6.2,-4.1,-38.4,0.6,-0.6,-2.6
Cc1c(NC(=O)Cn2[nH]c(=O)c3ccccc3c2=O)c(=O)n(-c2ccccc2)n1C,0.8,0.7,1.6,-3.9,0.0,0.2,-11.3,0.7,7.7
Cc1ccc2nc(C)c(C(=O)N/N=C/c3ccccc3[N+](=O)[O-])cc2c1,-2.6,-0.9,-3.1,-1.7,-1.4,2.0,6.0,-0.6,1.1
Cc1occc1-c1nnc(SCC(N)=O)n1Cc1ccccc1,-1.2,-3.0,-3.4,3.7,1.2,4.2,-1.9,-1.5,1.0
CCO[C@@H]1c2c(ccc3ccc(=O)oc23)OC(C)(C)[C@@H]1O,/,/,/,3.8,-0.1,2.9,5.9,/,-3.6
COc1ccc(NC(=O)CSCC(=O)N=c2sccn2C)cc1,4.1,-1.1,2.3,-0.5,-3.3,2.9,-6.3,1.5,3.0
CCN(CC)CCCN(C(=O)c1cccs1)c1nc(-c2ccc(OC)cc2)cs1,2.0,-1.8,2.0,2.3,-0.4,-16.6,0.7,0.6,2.4

# Structures listed so far shown as hits in PAD4 FP inh.
Structure	MEX-5 binding	Bcl-xL primary	PAD4 FP inh	PME-1 primary	MCL1-BIM inh	TPT1 inh	GLD-1 RNA inh
Cc1[nH][nH]c(=O)c1C(c1ccc(-c2ccccc2C(=O)O)o1)c1c(C)[nH][nH]c1=O	-35.0*	11.2	51.2*	-5.4	15.2	-2.4	6.7

# (more compounds)
SMILES,GSTO1 inh,MEX-5 binding,Fam108B inh,Bcl-xL primary,PAD4 FP inh,PME-1 primary,MCL1-BIM inh,TPT1 inh,GLD-1 RNA inh
COC(=O)c1cccc(NC(=S)N2CCCCC2)c1,2.8,1.9,2.1,4.7,1.3,-2.8,5.9,-0.3,-1.5
Cc1ccc(NC(=S)NCc2cccs2)cc1,6.9,2.2,7.4,-5.4,0.2,2.4,7.0,0.0,-5.6
CCN(CC)CCCNC(=O)c1cc(Sc2nnc(C)s2)nc2ccccc12,-2.6,0.1,-2.9,1.8,3.3,3.6,3.6,18.6,-2.7
CCOC(=O)C1CCN(C(=O)c2ccccc2NS(=O)(=O)c2ccc(F)c(F)c2)CC1,-4.5,-0.1,-1.6,4.9,-0.4,-4.3,-1.8,2.8,4.3
CCCC(=O)Nc1cc(=O)[nH]c2ncnn12,-4.2,-1.9,3.5,-2.0,-0.2,-4.9,-0.7,1.7,-2.9
O=C(/C=C/c1ccccc1Cl)NCCc1ccccc1,-7.8,-1.0,-0.2,3.4,-2.9,1.1,4.0,3.2,-5.0
CCCCN(C(=O)CSc1nnc(-c2ccccc2OC)n1C)c1c(N)n(Cc2ccccc2)c(=O)[nH]c1=O,-6.5,-1.7,-2.8,-4.6,2.9,-0.8,-21.1,1.5,4.2
Cc1ccccc1NC(=O)Cc1nnc(SCC(=O)N2CCOCC2)n1C,-1.2,2.0,-1.7,1.2,-4.1,-0.4,6.0,-0.9,-0.8
O=c1cc(-c2ccc(O)c(O)c2)oc2cc(O)c(C3OC(CO)C(O)C(O)C3O)c(O)c12 (stereo not drawn),30.9,-11.4,0.6,10.3,4.9,-9.0,20.5,-1.0,4.5
CCOc1ccc(NC(=O)CN2CCN(CC(=O)c3ccc(OC)c(OC)c3)CC2)cc1,5.2,/,5.9,2.2,0.0,4.3,-0.2,3.2,1.6
CC(C)(C)C(=O)Nc1scc(-c2ccc(-c3ccccc3)cc2)c1C(=O)O,2.3,-1.3,1.5,3.2,-4.1,1.1,1.7,-3.3,5.3
CCOc1ccc(C(CC(=O)O)NC(=O)COc2ccccc2)cc1OC (stereo not drawn),-2.0,-0.9,3.2,7.4,-4.0,1.1,-0.8,-2.3,-4.5

# A portion of the library, so the mix of outcomes need not match the whole.
